B2AR arrestin: qHTS assay of beta-arrestin-biased ligands of beta2-adrenergic receptor; 330,000 compounds, 0.02% hits; Beta-2 adrenergic receptor (Homo sapiens), P07550; Potency, µM (titrated, usually from 46.1 µM), inactives show at the highest dose activation, actives largely listed as activators; beta-arrestin recruitment to beta2AR, cell-based reporter; AID 492947, 2010;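 further: potency means the concentration at half of the fitted maximal effect; 0% = DMSO controls and full agonism = EC100 isoproterenol or metaproterenol; nearly all actives have a fitted effect of over 65% in size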
uPA surface inh: qHTS for Inhibitors of Cell Surface uPA Generation; cell surface uPA generation assay, qHTS; Potency, µM (doses to about 38.3 µM), inactives show at the top dose activity change, negative = inhibition, hits mostly inhibitors; 330,000 compounds, 0.31% hits; AID 540303, 2011; active means well fitted inhibition curve with a large enough effect; inconclusive means small, poorly fitted or top-dose-only effect; inactive means no such curve, though single readings can be large or run the other way; tested in mouse RAW 264.7 cells; further: potency means the concentration at half of the fitted maximal effect; on the % scale 0 is the no-effect control and ±100 the full control effect; nearly all actives have a fitted effect of over 55% in size
TSHR antagonist: Antagonists of the Thyroid Stimulating Hormone Receptor: HTS campaign. Thyrotropin receptor (Homo sapiens), P16473. AID 504810, 2011. TSHR-expressing cells, TSH-stimulated cAMP HTRF, 2 h; active compounds read low. 330,000 compounds, 0.2% hits. activity change, negative = inhibition, % at 11.5 µM;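 active means activity change below a set negative limit, meaning inhibition stronger than a set level, cut at about -70% in these data; inconclusive means activity change between two set negative limits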; further: on the % scale 0 is the no-effect control and ±100 the full control effect
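TSHR-expressing cells were treated with compounds, then stimulated with TSH at EC80 (4nM final) for 2 hours at 37 deg C. Cellular cAMP was measured by HTRF competition between lysate cAMP and cAMP-d2 for a cryptate-labelled anti-cAMP antibody.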
BCR signal inh: qHTS Assay to Find Inhibitors of Chronic Active B-Cell Receptor Signaling; ABC-DLBCL IkBa-CBG/CBR reporter, luminescence ratio, 4 h; Potency, µM (top dose mostly 46.1 µM), without a hit: at the highest dose ratio change, negative = lower green/red ratio, most hits filed as inhibitors; 340,000 compounds, 0.05% hits; AID 493014, 2011; active means well fitted inhibition curve with a large enough effect in the signal ratio, with a control signal flat, not every such curve was filed as active; inconclusive means small, poorly fitted or top-dose-only effect, or effect the other way, or a change in a side signal; the % refers to the signal ratio;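 further: potency means the concentration at half of the fitted maximal effect; plate controls were basal doxycycline-induced cells for no effect and cells given 10 µM MG132 for full effect; MG132 reads +100%, hits lower the ratio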
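Cell line TMD8 (human ABC DLBCL), stably expressing tet-inducible CBG68-IkBa fusion and CBR; IMDM/0.5% FBS; cpd up to 46 uM; dox induction, 4 h, 37C/5% CO2; dual luminescence; green/red ratio; MG132 control.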
PTAP TSG101 blk: qHTS Assay for Iinhibitors of HIV-1 Budding by Blocking the Interaction of PTAP/TSG101. Fluorescence polarization, FITC-PTAP peptide / Tsg101 binding. Potency, µM (highest dose often 115 µM), for inactives: at the top dose activity change, negative = inhibition, most hits filed as inhibitors. Tumor susceptibility gene 101 protein (Homo sapiens), Q99816. AID 493005, 2010. 340,000 tested, under 10 active; active means well fitted inhibition curve with a large enough effect in the main read-out, with a control signal flat, not every such curve was filed as active; inconclusive means small, poorly fitted or top-dose-only effect, or effect the other way, or a change in a side signal; inactive means no such curve, though single readings can be large or run the other way; further: potency means the concentration at half of the fitted maximal effect; % of control where 0% means no effect
Target sequence (Q99816 whole entry, looked up): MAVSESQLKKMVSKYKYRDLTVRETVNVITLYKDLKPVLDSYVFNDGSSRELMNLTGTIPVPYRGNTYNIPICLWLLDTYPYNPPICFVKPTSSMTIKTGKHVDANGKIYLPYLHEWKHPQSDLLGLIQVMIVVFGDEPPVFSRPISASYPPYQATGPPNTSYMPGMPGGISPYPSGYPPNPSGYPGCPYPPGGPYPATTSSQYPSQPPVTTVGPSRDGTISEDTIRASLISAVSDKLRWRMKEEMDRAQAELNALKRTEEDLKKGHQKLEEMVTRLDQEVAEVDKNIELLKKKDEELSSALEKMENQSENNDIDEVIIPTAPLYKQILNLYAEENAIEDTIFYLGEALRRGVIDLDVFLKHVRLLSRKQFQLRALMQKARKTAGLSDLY
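Steps: Tsg101 binding domain dispensed (10 uM final), compounds pinned in DMSO, FITC-labeled PTAP-motif peptide added (50 nM final); after 20 min binding at room temperature, polarization measured.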
Mito fusion act: qHTS Assay for Small Molecule Inhibitors of Mitochondrial Division or Activators of Mitochondrial Fusion; S. cerevisiae fusion-defective mutant growth rescue, CellTiterGlo 48 h; Potency, µM (titrated, usually from 46.1 µM), for inactives: at the top dose growth rescue (activation), most hits filed as activators; 320,000 compounds, 0.23% hits;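 further: potency means the concentration at half of the fitted maximal effect; % of control where 0% means no effect; nearly all actives have a fitted effect of over 45% in size; temperature-sensitive fusion mutants such as fzo1-1 at 37 °C on non-fermentable ethanol glycerol medium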
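Compounds are tested for their ability to restore growth of mitochondrial fusion-defective yeast strains at non-permissive 37C in YPEG medium over 48 hours. Viability is quantified by luciferase luminescence.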
Tb PFK block: qHTS Assay to Find Inhibitors of T. brucei phosphofructokinase. ATP-dependent 6-phosphofructokinase (Trypanosoma brucei brucei), O15648. T. brucei PFK, ADP-Glo luminescence. Potency, µM (titrated, usually from 57.5 µM), for the others: at the highest dose activity, negative = inhibition, actives largely listed as inhibitors. 330,000 compounds, 0.17% hits;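 further: potency means the concentration at half of the fitted maximal effect; 0% = uninhibited 1x PFK enzyme wells and -100% = no-enzyme wells; nearly all actives have a fitted effect of over 60% in size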
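Compounds were pin-transferred as a titration series up to 57 uM into substrate buffer (0.5 mM F6P, 0.1 mM ATP, pH 8.0), then 1.25 nM PFK was added and reactions ran 45 min before ADP-Glo detection.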
Eya2 inh: qHTS Assay for Inhibitors of the Phosphatase Activity of Eya2; Protein phosphatase EYA2 (Homo sapiens), O00167; recombinant Eya2, OMFP fluorescence dephosphorylation (OMFP is methylfluorescein phosphate); Potency, µM (highest dose often 76.9 µM), inactives show top-dose activity, negative = inhibition, hits mostly inhibitors; 330,000 compounds, 0.006% hits; AID 488837, 2010; further: potency means the concentration at half of the fitted maximal effect; on the % scale 0 is the no-effect control and ±100 the full control effect
Target sequence (O00167 whole entry, looked up): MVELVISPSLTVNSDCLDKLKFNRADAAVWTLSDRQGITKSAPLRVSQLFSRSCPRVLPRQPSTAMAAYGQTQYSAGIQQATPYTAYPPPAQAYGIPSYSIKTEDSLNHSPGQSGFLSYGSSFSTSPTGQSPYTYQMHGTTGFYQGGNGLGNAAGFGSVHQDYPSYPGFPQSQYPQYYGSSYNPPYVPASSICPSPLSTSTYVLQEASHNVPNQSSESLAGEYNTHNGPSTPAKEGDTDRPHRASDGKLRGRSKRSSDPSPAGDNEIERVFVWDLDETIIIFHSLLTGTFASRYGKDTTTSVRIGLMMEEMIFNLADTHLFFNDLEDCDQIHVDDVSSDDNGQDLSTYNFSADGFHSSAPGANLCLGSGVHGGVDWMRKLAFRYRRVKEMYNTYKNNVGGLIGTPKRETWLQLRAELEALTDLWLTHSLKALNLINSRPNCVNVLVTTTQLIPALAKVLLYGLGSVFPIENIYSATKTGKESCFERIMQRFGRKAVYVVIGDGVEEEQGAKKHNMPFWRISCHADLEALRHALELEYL
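Eya2 (0.2 uM) preincubated 10 min at ambient with compound, then OMFP substrate added at 50 uM; 10 min reaction in 50 mM HEPES pH 7.5, 50 mM NaCl, 5 uM MgCl2, 0.05% BSA, 1 mM DTT. Fluorescence read at Ex 485/Em 525 nm.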
ELG1 repair inh: qHTS screen for small molecules that inhibit ELG1-dependent DNA repair in human embryonic kidney (HEK293T) cells expressing luciferase-tagged ELG1 | HEK293T ELG1-luciferase reporter, luminescence, 16 h; DNA damage induced by 5-fluorouridine | Potency, µM (highest dose often 46.1 µM), for the others: at the highest dose activity change, negative = inhibition, usual class: inhibitors | 330,000 compounds, 2.3% hits; further: potency means the concentration at half of the fitted maximal effect; on the % scale 0 is the no-effect control and ±100 the full control effect; nearly all actives have a fitted effect of over 55% in size
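Reporter activity after DNA damage by 5-fluorouridine is monitored. Compound-treated cells incubate 16 hr at 37 °C, then ONE-Glo is added for 30 min before luminescence reading.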
USP2a inh: qHTS Assay for Inhibitors of Ubiquitin-specific Protease USP2a Using CHOP2 as the Reporter; Ubiquitin carboxyl-terminal hydrolase 2 (Homo sapiens), O75604; USP2 core, Ub-CHOP2 coupled fluorogenic reporter, 485/531; Potency, µM (series often up to 38.3 µM), for inactives: at the highest dose activity change, negative = inhibition, usual class: inhibitors; 330,000 compounds, 0.01% hits;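 further: potency means the concentration at half of the fitted maximal effect; plate controls were DMSO wells for no effect and full inhibition by NEM control for full effect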
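Cell-free coupled assay: 10nM USP2 core preincubated 30min RT with compound in Tris-HCl pH 8.0/CaCl2/CHAPS buffer, then 25nM Ub-CHOP2 and 25nM reporter substrate; fluorescence (Ex 485/Em 531) read after 60min RT, normalized to NEM inhibition, concentration-response curves fitted.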
TCR act: Activators of T cell receptors: qHTS campaign | 330,000 tested, under 10 active | Potency, µM (series often up to 9.22 µM), inactives show at the highest dose activation of IL-2 secretion, usual class: activators | primary human leukocytes, anti-CD3, IL-2 HTRF, 48 h; further: % of control where 0% means no effect
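Primary human leukocytes receive a-CD3 beads and test compound and are incubated 48 hr. Secreted IL-2 is then assayed by HTRF, measuring 665nm acceptor emission after 320nm excitation of the europium donor.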
The depositor's hits bear a star; ? = inconclusive; · = not tested or not shown; [ ] = remark or other dose. Unless noted, the call rests on the fitted dose curve; in most records, active means well fitted curve in the direction sought with a large enough effect; inconclusive means small, poorly fitted or top-dose-only effect, or another doubt; inactive means no such curve, though single readings can be large; an effect the other way counts as inactive or inconclusive.

SMILES	B2AR arrestin	uPA surface inh	TSHR antagonist	BCR signal inh	PTAP TSG101 blk	Mito fusion act	Tb PFK block	Eya2 inh	ELG1 repair inh	USP2a inh	TCR act
CCOc1cc2c(cc1OCC)C(c1ccccc1OC)OC(=O)C2 (configuration not stated)	0.3%	1.8%	-8.6	0.6%	-1.0%	-1.9%	-10.5%	3.5%	-2.9%	-0.5%	-9.0%[46.1 µM]
CCOCCn1c(C)c(C(=O)OCC)c2cc(O)c3ccccc3c21	0.0%	5.5%	-1.3	?	-2.6%	4.1%	2.5%	-11.2%	8.7%	-0.9%	-6.7%
COc1cc2ccccc2cc1C(=O)Nc1ccc2oc(=O)ccc2c1	0.5%	1.1%	1.5	-11.0%	-2.3%	-1.3%	-2.9%	0.7%	?	-0.3%	-0.3%
COc1ccc(S(=O)(=O)N2CN(Cc3ccco3)c3nc4ccccc4nc32)cc1	-0.3%	·	5.0	?	-10.2%	14.3%	-8.6%	21.4%	3.7%	1.0%	-2.0%
Cc1c(C2Nc3ccccc3C(=O)N2O)cnn1C (configuration not stated)	-0.5%	2.1%	-10.9	-1.4%	-7.7%	1.1%	1.1%	-4.3%	4.2%	-12.6%	-2.8%[46.1 µM]
CCN(CC)C(=O)CN1C(=O)C2(OCC(C)(c3ccccc3)CO2)c2ccccc21 (configuration not stated)	0.1%	-2.3%	-2.4	?	-3.7%	19.3%	0.8%	-23.4%	-12.3%	-1.2%	·
Cc1ccccc1NC1=C(Cl)C(=O)OC1OC(C)C (configuration not stated)	-0.2%	-3.1%	2.2	27.6%	-5.6%	-5.0%	1.6%	-4.7%	-8.0%	3.3%	·
CSc1ncccc1C(=O)NCC1CCCCC1	-1.0%	-14.8%	7.7	?	-3.6%	-0.9%	-0.1%	3.7%	-8.0%	3.9%	-8.3%
CC(=O)N1N=C(c2cccs2)CC1c1ccc(Br)cc1 (configuration not stated)	0.2%	?	6.1	?	-2.2%	-0.9%	-0.4%	-5.1%	-8.6%	-4.7%	9.7%
O=C(COc1ccc2c3c(c(=O)oc2c1)CCCC3)NCCCN1CCOCC1	0.2%	-4.3%	9.7	-0.6%	-4.0%	4.6%	-5.0%	-5.2%	12.2%	3.5%	6.1%
CC(C)CN1C(=O)C(=O)N(CC(=O)Nc2cc(Cl)ccc2Oc2ccccc2)C1=O	0.1%	5.4%	-10.0	-2.4%	-3.4%	-19.4%	-10.0%	?	?	-1.1%	-0.3%
CC1CCN(C(=O)c2[nH]cnc2C(=O)N[C@@H](C)c2ccccc2)CC1	0.0%	12.1%	-0.5	?	-12.2%	2.9%	8.9%	2.3%	0.0%	-0.7%	-4.3%
CN(C)S(=O)(=O)c1ccc(Cl)c(C(=O)Nc2nc3ccccc3[nH]2)c1	0.2%	6.8%	-5.0	?	1.3%	-0.8%	10.1%	-6.8%	-13.0%	-0.3%	0.4%
CC1CCC(NC(=O)CCS(=O)(=O)c2ccc3c(c2)CCN3C(=O)C2CC2)CC1 (configuration not stated)	0.6%	-8.7%	1.9	-0.9%	-1.1%	-3.4%	-3.1%	-4.0%	11.8%	-0.6%	-2.5%
Cc1ccc(-c2cc3ccccc3nc2N)cc1	-0.8%	-5.9%	-9.0	4.9%	-0.3%	-30.1%	-0.4%	9.7%	?	-0.8%	-0.6%
COC(=O)c1c(NC(=O)c2ccco2)sc2c1CCN(C(C)C)C2	-1.0%	-10.2%	17.4	?	-5.6%	0.0%	4.4%	-5.9%	-1.5%	1.7%	-6.0%
O=C1/C(=N\S(=O)(=O)c2cccs2)C([n+]2cccc(Cc3ccccc3)c2)=C([O-])c2ccccc21	-0.4%	2.2%	9.1	0.6%	?	-4.0%	2.7%	11.8%	2.31µM*	2.7%	-3.9%
COCC(C)Nc1ccc(S(=O)(=O)N2CCCC2)cc1[N+](=O)[O-] (configuration not stated)	0.0%	-13.3%	-0.5	-13.5%	1.6%	3.5%	-2.2%	-15.4%	2.9%	-8.0%	-13.2%
CCOC(=O)c1cnn(-c2ccccc2)c1NC(=O)CN1CCCCC1	0.3%	-1.2%	-9.1	-0.8%	-2.2%	-0.6%	2.1%	1.0%	5.7%	-1.1%	-3.3%
O=C(/C=C/c1ccc(Cl)c([N+](=O)[O-])c1)c1cccnc1	-0.9%	-7.5%	8.6	1.5%	-2.4%	2.4%	-2.5%	9.9%	?	2.6%	6.4%
CC(=NNC(=O)c1ccc(NS(=O)(=O)c2ccc(Br)cc2)cc1)c1cccnc1	-0.9%	0.7%	-9.4	?	1.0%	·	4.6%	-6.2%	-5.2%	1.5%	-1.4%
COc1ccc(NC(=O)NNC(=O)COc2ccc3ccccc3c2)cc1	-0.2%	0.0%	17.4	-1.2%	-1.7%	-1.5%	-14.0%	-9.9%	17.7%	0.4%	4.4%
CCCCOc1ccc(N(CC(=O)NCC2CCCO2)C(=O)CCC(=O)Nc2cc(C)ccn2)cc1 (configuration not stated)	0.3%	-2.4%	8.0	3.2%	-2.1%	-5.4%	-2.5%	0.3%	-16.3%	0.0%	0.9%[46.1 µM]
ONC(=Nc1ccc(Cl)cc1)c1ccccc1	-0.4%	3.2%	-3.3	0.7%	-2.6%	2.5%	-2.8%	-2.3%	5.8%	4.5%	-1.7%
COc1ccc(CN2C(=O)c3cccnc3C2=O)cc1S(=O)(=O)N(C)Cc1ccco1	-0.6%	-3.6%	6.6	-4.5%	-1.4%	-4.1%	1.0%	-2.7%	25.5%	2.9%	3.6%
CC1CN(c2nc3ccccc3nc2C(C#N)C(=O)OC2CCCCC2)CC(C)O1 (configuration not stated)	0.3%	-11.8%	31.7	6.6%	-5.0%	12.8%	-9.8%	-4.7%	-10.2%	-0.5%	3.1%
CC(C)Oc1ccc(-c2nn(-c3ccccc3)cc2/C=c2\sc3ncnn3c2=O)cc1	-0.2%	·	7.9	0.2%	·	-5.6%	0.0%	-21.7%	2.0%	29.8%	·
O=C(NCc1ccccc1)c1cccc(COc2ccc3c(c2)CCC3)c1	0.0%	-0.4%	-7.4	?	1.4%	27.5%	5.2%	6.9%	?	-0.8%	-0.3%[46.1 µM]
Nc1nc(F)cc(NCc2ccccc2)n1	-0.1%	-10.3%	8.9	-1.2%	0.2%	19.0%	-3.6%	-0.9%	15.8%	-1.7%	-5.8%
COc1cccc(NC(=O)C(=O)NCC2CCCN2S(=O)(=O)c2ccccc2)c1 (configuration not stated)	-0.5%	1.6%	-4.9	?	-2.0%	21.4%	-0.6%	-17.7%	?	-0.7%	-26.2%
CCC(=O)N1CCN(c2ccc(NC(=S)NC(=O)c3cc4ccccc4o3)cc2)CC1	0.1%	1.3%	3.3	0.4%	4.0%	-3.1%	-2.8%	-4.0%	?	-2.6%	-0.3%
CN(C)/C=N/S(=O)(=O)c1ccc(Cl)cc1	0.0%	-9.1%	2.8	0.1%	-5.4%	20.2%	0.3%	3.9%	2.2%	1.3%	-4.1%
CCC(=O)Nc1ccc2c(c1)ncn2-c1ccccc1OC	-0.8%	3.3%	6.1	?	-0.2%	1.5%	-2.5%	3.2%	1.8%	2.3%	1.4%

Screens deposited in PubChem by National Center for Advancing Translational Sciences (NCATS).
